# Compound activity deposited in PubChem BioAssay by Sanford-Burnham Center for Chemical Genomics.
# UPR CHOP act – apoptotic UPR (CHOP) activation | CHO-CHOP luciferase reporter, luminescence; percent of tunicamycin response over DMSO baseline | 330,000 compounds, 0.34% hits | AID 449763 | activation, % at 10 µM;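 active = at 10 µM dose, activation of 40% or more, normalized to positive control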;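 also: 100% = tunicamycin at 10 µg/mL and 0% = DMSO alone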
#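 System: CHO-CHOP luciferase reporter cell line | Buffer or medium: F12 medium containing 10% fetal bovine serum | Doses: One dose, 10 µM in 0.5% DMSO | Times: 6 h compound exposure at 37 °C after overnight seeding | Signal: Luciferase luminescence | Read-out: % activation vs tunicamycin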
# Jurkat NFkB inh – lowers PMA/ionomycin-induced NF-kB signal in Jurkat cells | PMA/ionomycin-induced NF-kB luciferase reporter, luminescence | inhibition, % at 4 µM | 330,000 compounds, 0.53% hits | AID 435003; in the data active = inhibition above about 50%
# Gli-Sufu antag – antagonists of Gli-Sufu signaling | inhibition, % at 5 µM | Sufu-KO-LIGHT fibroblasts, Gli luciferase reporter luminescence | AID 588413 | 340,000 compounds, 0.74% hits;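 active = inhibition above about 55%, limit read from the data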;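 also: 0% = DMSO-treated cells and 100% = wells with medium but no cells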
# CXCR6 inh – inhibitors of human CXCR6 receptor | CHO-K1 PathHunter CXCR6 beta-arrestin, luminescence | inhibition, % at 20 µM | 360,000 compounds, 0.36% hits | O00574 | AID 602244; in the data active = inhibition above about 34%, passing the limit was not always enough;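 also: antagonist mode with CXCL16 agonist at 10 nM final; 0% = 10 nM CXCL16 with DMSO and 100% = unstimulated wells without agonist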
# CCR6 antag – blocks CCL20-driven beta-arrestin recruitment at human CCR6. P51684. CHO-K1 CCR6 PathHunter beta-arrestin, luminescence, CCL20-stimulated. inhibition, % at 20 µM. 340,000 compounds, 0.49% hits;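 active = compounds whose inhibition of the agonist-driven luminescence signal at 20 µM reaches about 50%, limit read from the data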;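 also: cells stimulated with CCL20 at 14 nM final; plate controls were DMSO with CCL20 for no effect and DMSO without agonist for full effect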
# Target sequence (P51684 whole entry, looked up): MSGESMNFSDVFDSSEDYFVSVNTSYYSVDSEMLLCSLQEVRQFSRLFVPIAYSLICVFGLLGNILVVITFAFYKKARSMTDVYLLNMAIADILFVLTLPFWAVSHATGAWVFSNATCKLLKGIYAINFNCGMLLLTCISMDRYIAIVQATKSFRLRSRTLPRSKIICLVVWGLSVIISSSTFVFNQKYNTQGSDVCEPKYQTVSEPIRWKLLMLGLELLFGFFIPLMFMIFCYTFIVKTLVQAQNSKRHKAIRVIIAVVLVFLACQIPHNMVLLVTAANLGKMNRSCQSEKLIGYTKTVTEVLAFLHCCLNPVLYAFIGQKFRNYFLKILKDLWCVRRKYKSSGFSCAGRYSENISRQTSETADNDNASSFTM
# XBP1 UPR activ – adaptive UPR (XBP1) activation | CHO-XBP1 luciferase reporter, IRE1-XBP1 UPR activation, luminescence; percent of tunicamycin response, DMSO as zero | activation, % at 20 µM | 330,000 compounds, 0.33% hits | AID 463104;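 active = versus positive control, 20 µM dose yields 30% or more activation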;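 also: 100% = tunicamycin at 10 µg/mL and 0% = DMSO only wells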
#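 Material: IRE1-XBP1 luciferase reporter CHO line / Quantity: one thousand reporter cells per well / Buffer or medium: F12 with 10% serum / Compound: 20 µM single concentration, DMSO 1% / Times: 6 h treatment, 37 °C / Detection: Steady-Glo luciferase glow luminescence, 10 min after reagent addition / Benchmarks: tunicamycin high, DMSO low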
# 697 NFkB inh – inhibitors of the PMA/ionomycin-induced NF-kB reporter in 697 B cells; 697 B-cell NF-kB luciferase reporter, 16 h; 330,000 compounds, 0.33% hits; inhibition, % at 4 µM; AID 435022; in the data active = inhibition above about 35%
# Mdm2 MdmX PPI – disrupts the human Mdm2-MdmX interaction; O15151+Q00987; SaOS-2 split-luciferase Mdm2/MdmX complementation, luminescence; inhibition, % at 8 µM; 330,000 compounds, 3% hits; AID 485346;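 active = inhibition of at least 50% at 8 µM in the primary screen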
# EBI2 block – antagonists of human EBI2 receptor; P32249; EBI2 beta-arrestin recruitment, luminescence, 7a,25-OHC stimulated; inhibition, % at 5 µM; 360,000 compounds, 0.81% hits; in the data active = inhibition above about 38%;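 also: enzyme fragment complementation signal reports receptor beta-arrestin coupling in cells; 0% = agonist plus DMSO wells and 100% = wells without agonist; some results beyond the cut were filed as inactive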
# Target sequence (P32249 whole entry, looked up, the tested form may be a part): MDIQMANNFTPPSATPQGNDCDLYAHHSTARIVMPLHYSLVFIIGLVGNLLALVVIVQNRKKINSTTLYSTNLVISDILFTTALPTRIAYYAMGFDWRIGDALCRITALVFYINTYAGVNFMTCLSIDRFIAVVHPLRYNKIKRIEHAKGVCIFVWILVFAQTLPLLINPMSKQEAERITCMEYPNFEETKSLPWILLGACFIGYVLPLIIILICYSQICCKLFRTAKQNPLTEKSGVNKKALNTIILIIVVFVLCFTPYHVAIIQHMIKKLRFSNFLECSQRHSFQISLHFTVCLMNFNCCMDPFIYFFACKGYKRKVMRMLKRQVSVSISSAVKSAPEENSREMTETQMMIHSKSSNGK
# The depositor's hits bear a star; nt = not tested or not shown.
SMILES,UPR CHOP act,Jurkat NFkB inh,Gli-Sufu antag,CXCR6 inh,CCR6 antag,XBP1 UPR activ,697 NFkB inh,Mdm2 MdmX PPI,EBI2 block
Cc1ccc(NC(=O)Nc2c(C)n(C)n(-c3ccccc3)c2=O)cc1C,1.0,9,4,5,-5,-4,8,-10,1
C=CCn1c(NCc2ccc(OC)cc2)nc2ccccc21,1.2,-11,-10,-16,0,-1,-28,-12,0
COc1cccc2cc(-c3n[nH]c(=S)n3C)oc12,-0.1,-17,5,6,20,0,-31,-21,4
CCOC(=O)C1CCN(S(=O)(=O)c2cccc(C(=O)Nc3ccccc3)c2)CC1,-1.8,-17,-2,-21,14,-8,-6,24,-7
Cc1onc(-c2ccccc2Cl)c1C(=O)NCc1ccco1,-0.4,1,nt,-2,6,-4,-12,-7,1
O=C(NCc1ccccc1)Oc1cccc(Cl)c1,1.2,-15,-17,-2,-1,-2,-13,4,-10
Cc1ccc(C(=O)N2CCN(c3ccc(N4CCOCC4)nn3)CC2)cc1C,-1.5,-7,1,2,2,-1,2,2,-6
COc1cccc2cc(C(C)N(CCCN3CCOCC3)C(=S)Nc3cc(C)cc(C)c3)oc12 (stereo not drawn),0.4,-7,36,5,6,-1,5,28,2
O=C(COC(=O)c1ccc(Br)o1)Nc1ccc(N2CCOCC2)cc1,-0.9,0,0,-6,1,1,24,-7,1
O=C(COc1coc(CN2CCCc3ccccc32)cc1=O)Nc1ccc([N+](=O)[O-])cc1,-0.3,-12,6,-10,6,1,-21,-6,-9
CC(C)CSc1nnc2c3ccccc3n(C)c2n1,5.8,-81,-32,0,7,4,-115,-77,10
Cc1nc(N)nc(N)c1CCCc1ccc(Cl)c(Cl)c1,-0.5,11,21,4,2,-1,-43,68*,-15
COc1ccc(C)cc1NC(=O)CN1CCCC1c1ccc2c(c1)OCCCO2 (stereo not drawn),0.3,4,10,10,22,-3,17,32,9
CCc1ccc(C(=O)Nc2ccc(OC)c(S(=O)(=O)N3CCCCC3)c2)cc1,1.2,27,-5,8,16,-4,1,19,0
COc1ccc(COc2ccc(C3C(S(=O)(=O)c4ccccc4)CON3C)cc2OC)cc1 (stereo not drawn),-4.1,-2,7,2,8,-6,0,8,4
O=C(O)[C@H]1CCCC[C@H]1C(=O)Nc1cc([N+](=O)[O-])ccc1F,1.1,3,-6,-1,-1,-1,4,-5,7
Cn1nc(C(=O)OCC(=O)N2CCc3ccccc32)c2ccccc2c1=O,1.5,1,-11,5,13,3,-1,-14,-7
O=C1OC2CCC1(c1ccccc1)C2 (stereo not drawn),-2.5,9,23,0,4,-1,7,3,5
Cc1onc(-c2ccccc2)c1C(=O)N1CCN(c2ncccn2)CC1,-0.6,-2,3,5,9,-2,10,8,5
O=[N+]([O-])c1ccc(N2CCOCC2)cc1NCc1ccccc1,-3.7,6,4,8,7,4,-12,25,34
Cn1c(=O)c2c(nc(NC3CCCCC3)n2Cc2ccccc2)n(C)c1=O,2.1,-13,-1,3,10,1,-28,12,8
Nc1nn(-c2ccccc2)c(N)c1N=Nc1ccccc1F,2.5,-30,-107,4,28,-4,-444,-108,2
CC(C)(C)c1ccc(OC(=O)Cn2c(C(F)(F)F)nc3ccccc32)cc1,-0.1,-4,3,-5,20,-2,-3,11,12
Cc1cccc(OCC(=O)N(Cc2cccs2)C2CCS(=O)(=O)C2)c1C (stereo not drawn),-0.7,-5,5,4,10,1,-4,6,4
CCOC(=O)C1CCN(S(=O)(=O)c2ccc3[nH]c(=O)c(=O)[nH]c3c2)CC1,-0.2,-17,1,-1,4,-2,22,6,-6

# Retrieved by compound from the list above (two):
SMILES,UPR CHOP act,Jurkat NFkB inh,Gli-Sufu antag,CXCR6 inh,CCR6 antag,XBP1 UPR activ,697 NFkB inh,Mdm2 MdmX PPI,EBI2 block
COc1cccc2cc(C(C)N(CCCN3CCOCC3)C(=S)Nc3cc(C)cc(C)c3)oc12 (stereo not drawn),0.4,-7,36,5,6,-1,5,28,2
O=[N+]([O-])c1ccc(N2CCOCC2)cc1NCc1ccccc1,-3.7,6,4,8,7,4,-12,25,34

# The main list resumes; the 2 compounds before the break are reprinted first.
SMILES,UPR CHOP act,Jurkat NFkB inh,Gli-Sufu antag,CXCR6 inh,CCR6 antag,XBP1 UPR activ,697 NFkB inh,Mdm2 MdmX PPI,EBI2 block
Cc1cccc(OCC(=O)N(Cc2cccs2)C2CCS(=O)(=O)C2)c1C (stereo not drawn),-0.7,-5,5,4,10,1,-4,6,4
CCOC(=O)C1CCN(S(=O)(=O)c2ccc3[nH]c(=O)c(=O)[nH]c3c2)CC1,-0.2,-17,1,-1,4,-2,22,6,-6
Cc1ccc2oc(=O)c(/C=C(\O)c3sc(C)nc3C)nc2c1,1.7,9,10,-4,-4,-2,-16,12,-18
O=C(CSC1=NCCS1)Nc1cccc(F)c1,-0.8,-4,1,-5,-1,2,8,-7,-8
CC1(C)CC2CC(C)(CN2C(=O)c2ccccc2)C1 (stereo not drawn),0.0,-7,-26,2,-7,-1,7,15,1
CN(Cc1ccccc1)C(=O)CCC1CCN(S(C)(=O)=O)CC1,1.3,-2,5,-1,13,-2,1,-10,-4
CCOc1ccccc1C(=O)NCC(=O)NNC(=O)CN(C)S(=O)(=O)c1ccc(Cl)cc1,-0.9,11,45,-4,8,-2,-1,10,-11
O=C(NC(=S)NC1CC1)c1cccnc1,-1.4,-4,9,1,3,-2,4,2,-4
CSc1ccc(CN(C)CC(=O)NCCc2ccccc2)cc1,0.6,4,8,-1,17,0,-1,9,11
NC(=O)CC(NC(=O)Cc1cccc2ccccc12)c1ccc(N2CCC(Cc3ccccc3)CC2)c([N+](=O)[O-])c1 (stereo not drawn),-2.2,10,-3,7,16,-3,17,36,3
O=C1/C(=C\c2cccnc2)SC(=S)N1C1CCS(=O)(=O)C1 (stereo not drawn),4.2,2,19,4,17,-6,-9,30,-14
O=C(NC(n1ccc(=O)[nH]c1=O)C(Cl)(Cl)Cl)C12CC3CC(CC(C3)C1)C2 (stereo not drawn),0.0,3,-1,-4,21,1,8,-15,3
COC(=O)[C@@H]1Cc2c([nH]c3ccccc23)C2CCC(=O)N21 (stereo partly drawn),-1.4,-6,8,-4,-4,-4,13,10,-1
CCN(CC)CCN(Cc1cc2cc3c(cc2[nH]c1=O)OCO3)C(=S)NCC1CCCO1 (stereo not drawn),-1.3,6,22,-6,-2,-1,2,10,2
COc1ccc(NC(=O)c2ccc(Cl)c(S(=O)(=O)N3CC(C)OC(C)C3)c2)cn1 (stereo not drawn),1.4,11,-3,7,7,-3,-10,4,-5
CCOC(=O)C1=C(C)N(CCCC(=O)O)C(=O)NC1c1ccc(Cl)cc1 (stereo not drawn),2.2,6,9,7,-12,2,0,-6,1
CC(=O)Nc1ccc(OC(F)(F)C(F)F)c(NC(C)=O)c1,0.0,-2,0,-12,-16,1,-4,-7,-1
COc1cccc(C(=O)N(c2ccc(C)cc2)C2C=CS(=O)(=O)C2)c1 (stereo not drawn),-0.7,-19,-8,7,5,2,-5,-4,-6
Cc1cc(C(=O)COc2ccc3ccc(=O)oc3c2)c(C)n1C,2.0,13,-10,-1,3,2,3,-3,7
Cc1cc2nc(C)c(Cl)c(=O)n2[nH]1,-0.7,7,0,4,7,-5,-8,-18,-12
Cc1ccc(S(=O)(=O)N2CCN(c3nc4ccccc4nc3-n3nc(C)cc3C)CC2)cc1,2.9,3,17,7,-1,1,-5,37,2
Cc1cc(C)cc(NC(=O)CSc2ccc(-c3ccco3)nn2)c1,-0.2,-12,1,-3,-11,-1,-32,11,6
COC(=O)Nc1ccc2ncn(C)c(=O)c2c1,1.1,15,4,-9,-5,-3,23,27,-4
CCn1c(=O)cc(SCC(=O)NCc2ccccn2)c2ccccc21,0.3,2,10,-7,-9,4,19,-10,-9
CC(=O)N1c2ccc(S(=O)(=O)NCCC(=O)N(C)Cc3ccccc3)cc2CC1C (stereo not drawn),-0.5,-8,-4,-2,0,-2,18,7,4
CCC(C)N1C(=O)S/C(=C/c2ccc(N3CCOCC3)cc2C)C1=O (stereo not drawn),1.1,-93,-29,1,1,0,-78,-32,6
Nc1ncnc(SCc2c(F)cccc2Cl)n1,-3.2,4,5,-3,-9,-2,-5,9,13

# Part of the list above in order of number of heavy atoms, lowest first:
SMILES,UPR CHOP act,Jurkat NFkB inh,Gli-Sufu antag,CXCR6 inh,CCR6 antag,XBP1 UPR activ,697 NFkB inh,Mdm2 MdmX PPI,EBI2 block
Cc1cc(C(=O)COc2ccc3ccc(=O)oc3c2)c(C)n1C,2.0,13,-10,-1,3,2,3,-3,7
CCC(C)N1C(=O)S/C(=C/c2ccc(N3CCOCC3)cc2C)C1=O (stereo not drawn),1.1,-93,-29,1,1,0,-78,-32,6
Cc1ccc(C(=O)N2CCN(c3ccc(N4CCOCC4)nn3)CC2)cc1C,-1.5,-7,1,2,2,-1,2,2,-6

# The results go on.
SMILES,UPR CHOP act,Jurkat NFkB inh,Gli-Sufu antag,CXCR6 inh,CCR6 antag,XBP1 UPR activ,697 NFkB inh,Mdm2 MdmX PPI,EBI2 block
COc1ccccc1N1CCN(c2nc(-c3ccccc3)cc(C(F)(F)F)n2)CC1,-1.0,-10,7,3,6,-2,0,17,-9
COc1ccc(-n2c3c(c(=O)[nH]c2=O)C(NC(=O)c2ccncc2)(C(F)(F)F)C(=O)N3)cc1 (stereo not drawn),1.8,5,-7,8,15,-3,8,-12,3
CCOc1cc(C(=O)OCC(=O)Nc2ccc(SC(F)F)cc2)cc(OCC)c1OCC,0.2,-4,27,4,9,0,0,-16,0
O=C(C[C@@H]1C/C=C\C[C@@H](Cc2ccc(F)cc2)C(=O)OCCNC1=O)NCCO,-0.5,-8,-4,-16,-6,-3,10,23,-5
Cc1cc(C)n(-c2cc(N3CCOCC3)ncn2)n1,1.0,-4,-1,-1,-5,3,-14,0,-5
CCCc1nc2sc3c(c2c(=O)n1NC(=O)CCC(=O)O)CCCC3,0.6,5,0,-2,-14,0,20,11,-3
Cc1ccc(NC(=O)NC(=O)CN2CCCC2c2ccc3c(c2)OCCO3)cc1C (stereo not drawn),2.6,-29,-10,4,8,-3,-25,-3,8
Cc1cccc(CSc2nnc([C@@H]3CCCN3C(=O)OC(C)(C)C)o2)c1,2.9,6,-1,0,12,-3,13,0,-4
